TDP1 block: qHTS Assay for Inhibitors of Tyrosyl-DNA Phosphodiesterase (TDP1); recombinant TDP1, AlphaScreen DNA substrate cleavage; hit rate 0.28% among 350,000; Tyrosyl-DNA phosphodiesterase 1 (Homo sapiens), Q9NUW8; Potency, µM (titrated, usually from 130 µM), inactives show top-dose activity change, negative = inhibition, hits mostly inhibitors; note: nearly all actives have a fitted effect of over 40% in size
Target sequence (Q9NUW8 whole entry, looked up): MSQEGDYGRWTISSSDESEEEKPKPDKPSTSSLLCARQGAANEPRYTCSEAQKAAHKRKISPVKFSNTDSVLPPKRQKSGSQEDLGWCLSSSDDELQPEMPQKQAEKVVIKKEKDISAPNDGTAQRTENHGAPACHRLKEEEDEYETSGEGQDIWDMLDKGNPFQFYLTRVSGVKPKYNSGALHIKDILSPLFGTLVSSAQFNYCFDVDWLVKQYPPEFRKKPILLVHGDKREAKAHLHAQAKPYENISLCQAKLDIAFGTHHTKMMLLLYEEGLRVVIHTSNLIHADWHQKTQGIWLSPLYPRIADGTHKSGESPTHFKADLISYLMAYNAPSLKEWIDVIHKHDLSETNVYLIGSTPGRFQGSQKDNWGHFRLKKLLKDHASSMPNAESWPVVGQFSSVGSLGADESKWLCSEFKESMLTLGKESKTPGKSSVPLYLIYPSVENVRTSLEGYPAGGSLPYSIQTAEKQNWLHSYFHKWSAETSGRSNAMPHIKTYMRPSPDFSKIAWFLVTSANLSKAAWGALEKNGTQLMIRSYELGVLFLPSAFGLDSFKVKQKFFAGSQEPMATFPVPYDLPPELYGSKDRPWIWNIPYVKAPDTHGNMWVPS
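Recombinant E. coli-expressed Tdp1 (1 nM) preincubated with compound 15 min at RT, then 5'-biotin/3'-phosphotyrosine-FITC DNA substrate (15 nM) added for 5 min. AlphaScreen beads (10 ug/ml) added, 10 min RT; tyrosine-FITC cleavage read as signal loss.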
TDP1 cell noCPT: qHTS for Inhibitors of human tyrosyl-DNA phosphodiesterase 1 (TDP1): qHTS in cells in absence of CPT. DT40 Tdp1-/- hTDP1 cells, no CPT, ATP luminescence, 48 h. Potency, µM (highest dose often 46.2 µM), for the others: at the highest dose activity change, negative = growth inhibition, most hits filed as inhibitors. hit rate 15% among 420,000; note: nearly all actives have a fitted effect of over 55% in size
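Growth kinetics read by CellTiter-Glo luminescence after ≥48 hr at 37 °C. Cells: DT40 Tdp1-/- stably carrying human TDP1, 400 per well, compound exposure in the absence of CPT (DMSO vehicle).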
GCN5L2 inh: qHTS Assay for Inhibitors of GCN5L2. GCN5L2 HAT assay, ThioGlo1 CoA-SH fluorescence. Potency, µM (top dose mostly 58.9 µM), without a hit: top-dose activity change, negative = inhibition, usual class: inhibitors. hit rate 0.21% among 390,000
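Compounds, pin-transferred from DMSO stocks, meet 20nM GCN5L2 for 15 min before the reaction begins with H3(1-25) peptide (75uM) and acetyl-CoA (70uM). Thiol-reactive ThioGlo1 reports CoA release over 20 min at room temperature.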
Numbers without * were called inactive; ? = inconclusive; / = no result given; & = joins results of further samples; [ ] = dose if it differs, or a comment. Calls come from the whole dose curve; as a rule, active = well fitted curve in the direction sought with a large enough effect; inconclusive = small, poorly fitted or top-dose-only effect, or another doubt; inactive = no such curve, though single readings can be large; an effect the other way counts as inactive or inconclusive. % is set by controls: 0 for no effect and ±100 for the full control effect; potency is the fitted concentration of half-maximal effect. An excerpt; the hit share may differ from the screen's.

The line under a structure holds: TDP1 block	TDP1 cell noCPT	GCN5L2 inh
1) COc1ccccc1NS(=O)(=O)c1cc(NC(=O)C(C)(C)C)ccc1N1CCOCC1
  /	-23%	-7%
2) Cc1ccc(C2/C(=C(\O)c3ccc4c(c3)OCCO4)C(=O)C(=O)N2CCCN(C)C)o1 (centres undefined)
  -2%	/	3%
3) CCc1cc2c(=O)n(Cc3ccco3)c(SCC(=O)N(C)C3CCS(=O)(=O)C3)nc2s1 (centres undefined)
  6%	?	-18%
4) O=C(Nc1ccc(Cl)cc1Cl)NC1CCCC1
  5%	-15%	-9%
5) COc1ccc(C(=O)NCC(c2ccc3c(c2)OCO3)N2CCN(C)CC2)cc1 (centres undefined)
  -2%	-23%	0%
6) O=C1C2C3C=CC(C3=C(c3ccccc3)c3ccccc3)C2C(=O)N1Cc1ccccc1 (centres undefined)
  -10%	18µM*	-1%
7) COc1ccc(CCNc2c([N+](=O)[O-])c(=O)oc3ccccc23)cc1OC
  -8%	-1%	?
8) C=CCNC(=S)N/N=C/c1ccc(OCc2ccccc2)cc1
  6%	1%	-3%
9) CCc1sc(C(=O)NCc2ccccc2)cc1C
  -8%	13µM*	-11%
10) O=C(OCc1cc(=O)n2ccsc2n1)c1ccccc1O
  -9%	-18%	-10%
11) COc1ccc(-n2nc(C(=O)N3CCN(c4cccc(C)c4)C(C)C3)c3c4ccccc4n(C)c3c2=O)cc1 (centres undefined)
  2%	?	-4%
12) O=C(COC(=O)COc1ccc(Br)cc1)NCc1ccc2c(c1)OCO2
  0%	-13%	-4%
13) CCC(CC)c1nnc(NC(=O)c2ccco2)s1
  0%	-6%	0%
14) COc1ccccc1N1CCN(/N=C/c2cccc(OC)c2OC)CC1
  8%	-14%	-5%
15) COc1ccc(-c2cc(C(=O)Nc3c(C)nn(Cc4ccc(C)cc4)c3C)no2)cc1OC
  3%	-5%	-1%

Compounds listed so far that contain four or more nitrogen atoms (2):
The line under a structure holds: TDP1 block	TDP1 cell noCPT	GCN5L2 inh
11) COc1ccc(-n2nc(C(=O)N3CCN(c4cccc(C)c4)C(C)C3)c3c4ccccc4n(C)c3c2=O)cc1 (centres undefined)
  2%	?	-4%
15) COc1ccc(-c2cc(C(=O)Nc3c(C)nn(Cc4ccc(C)cc4)c3C)no2)cc1OC
  3%	-5%	-1%

More compounds
The line under a structure holds: TDP1 block	TDP1 cell noCPT	GCN5L2 inh
16) CCC(C)[C@H](NC(=O)[C@H](Cc1ccccc1)n1c(=O)[nH]c2ccccc2c1=O)C(=O)N1CCC[C@@H]1C(=O)O (some centres undefined)
  /	3%	-7%
17) Cc1ccc(C)c(CSc2nnc(C)n3c2cc2sccc23)c1
  3%	?	-6%
18) CC1=CC(C)C2C(=O)N(O)C(=O)C2C1 (centres undefined)
  2%	0%	-6%
19) CC(C)c1ccc(NC(=O)CSc2n[nH]c(=O)n2-c2cccnc2)cc1
  3%	6%	-20%
20) COc1cccc(NC(=S)N(Cc2ccc(Cl)cc2)Cc2ccc(C(=O)O)cc2)c1
  /	-7%	-3%
21) O=C1c2ccccc2NC(c2cccnc2)N1c1ccccc1F (centres undefined)
  4%	-3%	-1%
22) CC(OC(=O)/C=C/c1ccccc1Cl)C(=O)NC1CCCCC1C (centres undefined)
  /	2%	3%
23) CCNS(=O)(=O)c1ccc(NC(=O)CSc2nc(-c3ccco3)cc(C(F)(F)F)n2)cc1
  2%	7.3µM*	-9%
24) CCC1(CC)Cc2ccccc2-c2nc(NN)[nH]c(=O)c21
  5%	-23%	-3%
25) CCOc1ccccc1N(CC(=O)NC(C)(C)C)C(=O)c1ccc(CN2CCOCC2)o1
  -1%	-14%	-2%
26) CCCc1c2c(cc3c(=O)cc(C(=O)OCC)oc13)CCCC2
  /	?	-6%
27) C#CCOCCOCCOCCNc1nc(N2CCN(C(=O)[C@H]([C@@H](C)CC)n3cc(CCCCN)nn3)CC2)nc(N2CCN(C(=O)[C@H](CCCCN)n3cc(CCC(=O)O)nn3)CC2)n1
  1%	4%	-7%
28) CCOc1ccccc1OC(=O)CN1C(=O)c2ccccc2C1=O
  /	6%	?
29) Cc1ccc(C(C)C)cc1S(=O)(=O)NCc1cccnc1
  -6%	?	-6%
30) O=C(Nc1ccccc1-c1ccccc1)c1ccccc1Br
  /	-2%	-3%
31) CN(C)c1ccc(N=Cc2nc(-c3ccccc3)oc2OC(=O)c2cccc(Cl)c2)cc1
  2%	?	-13%
32) O=C(Nc1n[nH]c(C(F)(F)F)n1)C1CC1
  2%	-4%	-1%
33) Cc1ccc(-c2ccc(/C=N/c3ncn[nH]3)o2)cc1Cl
  9%	?	-6%
34) C=CCc1cccc(/C=N/n2cnnc2)c1O
  5%	?	0%
35) CC(C)CN(C(=O)COC(=O)c1nc(Cl)ccc1Cl)C1CCS(=O)(=O)C1 (centres undefined)
  0%	-16%	-2%
36) CCN(CC)S(=O)(=O)c1ccc(Cl)c(NC(=O)COC(=O)c2nc3nc(C)cc(C)n3n2)c1
  -1%	2%	-7%
37) CCn1c(SCC(=O)NCC2CCCO2)nc2c(c1=O)SC(C)C2 (centres undefined)
  -3%	-13%	2%
38) CCOC(=O)CSc1nnc(-c2ccccc2OC)o1
  -1%	-2%	-12%
39) Cc1ccc(Cn2ncc(Cl)c(Cl)c2=O)cc1
  3%	3.3µM*	-8%
40) Cc1c(C)n(Cc2ccccc2)c2ncnc(NN)c12
  /	?	4%
41) CC(=O)NCCC(=O)Nc1cc(S(=O)(=O)N2CCCCC2)ccc1Oc1ccccc1
  -1%	-10%	-3%
42) CC(C)n1cc(/C=C2/SC(=O)N(CC(=O)Nc3ccc4c(c3)OCO4)C2=O)c2ccccc21
  0%	-6%	-1%
43) CC(=O)Nc1ccc(S(=O)(=O)NCCc2c[nH]c3ccc(C)cc23)cc1
  /	-29%	-25%
44) COc1ccc(C(=O)c2c(C)oc3ccc(O)cc23)c(OC)c1
  /	?	-6%
45) c1ccc(CCN2CN=C(Nc3nc4ccccc4o3)NC2)cc1
  6%	-27%	7%
46) Cc1ccc(CC(=O)Nc2nccs2)cc1C
  -1%	2%	-4%
47) Cc1sc(NC(=O)/C=C/c2ccc3c(c2)OCO3)nc1-c1ccccc1
  3%	16µM*	?
48) Cc1c(Cl)cccc1NC(=O)COC(=O)C12CC3CC(CC(O)(C3)C1)C2
  1%	-1%	1%
49) Cc1cc(C)nc(SCC(=O)Nc2ncc3c(n2)CC(C)(C)CC3=O)n1
  4%	-23%	0%
50) CC(C)(C)OC(=O)NCCCCCNC(=O)c1[nH]cnc1C(=O)Nc1cccc(Cl)c1
  1%	?	-7%
51) COCCCOc1cc(NCc2ccccc2)c2ncn(C(C)C)c2c1
  11%	-18%	-5%
52) Nc1oc2ccccc2c(=O)c1C=O
  3%	-3%	-15%
53) Fc1ccccc1Cc1nnc2n1N=C(c1ccc(Cl)cc1)CS2
  2%	-19%	-5%
54) Cc1ccc(Cl)c(OCC(=O)Nc2ccc3c(c2)OCCO3)c1
  0%	-19%	-5%
55) CC(=O)c1ccc(NC(=O)c2cc3sccc3n2Cc2ccc(Cl)cc2)cc1
  4%	16µM*	0%
56) O=C(Cc1cccs1)Nc1cccc(-c2nc3ccccc3[nH]2)c1
  5%	?	1%
57) COc1ccc(OC)c(CNC(=O)Nc2cn(CC(C)C)c(=O)c3ccccc23)c1
  5%	?	-1%
58) Cc1ccccc1CNC(=O)C1=Cc2ccccc2OC1
  -2%	?	1%
59) Cn1c(NC2CCCCC2)cc(=O)n(C)c1=O
  /	-8%	0%
60) COC(=O)c1[nH]c2cccc(OC)c2c1NC(=O)CCN1CCN(c2ccccc2OC)CC1
  2%	13µM*	16%
61) CCCCn1c(=O)c(CCC(=O)OCC(=O)NC(C)c2ccccc2)nc2ccccc21 (centres undefined)
  0%	-3%	-14%
62) COc1ccc(S(=O)(=O)N2CCC(c3nnc(-c4ccccc4C)o3)CC2)c(OC)c1
  9%	6.5µM*	-1%
63) Cc1cc(-c2nnc(-c3cccc(Cl)c3)o2)no1
  5%	-20%	-10%
64) COCCNC(=O)C(c1ccccc1)N(Cc1cccs1)C(=O)Cn1nnc2ccccc21 (centres undefined)
  3%	-16%	0%
65) Cc1cccc(-c2nn(-c3ccccc3)cc2C(=O)N(C)CC(=O)Nc2ccc(N3CCOCC3)cc2)c1
  /	-29%	-7%
66) CC(C)c1nccn1S(=O)(=O)c1cc(Cl)ccc1Cl
  -6%	-10%	2%
67) CCN(CCO)c1nc(SC)nc2c1sc1nc(-c3ccco3)c3c(c12)CCC3
  4%	7%	?
68) Cc1ccc(-n2cccn2)c(CN2CCC(CO)(CCc3ccccc3)CC2)c1
  2%	?	-1%
69) COc1ccccc1CN1CCC(CNS(=O)(=O)c2cc(-c3onc(C)c3C)ccc2OC)CC1
  2%&0%	21µM*	-20%&-4%
70) Cc1ccccc1C(=O)NC1CCN(CC(=O)Nc2ccc(Br)cc2)CC1
  /	?	-2%
71) COc1ccc(C)cc1NC(=O)c1cc2cc3ccc(C)cc3nc2o1
  2%	/	-11%
72) CCn1c(=N)n(CC(O)COc2ccc(C)cc2)c2ccccc21 (centres undefined)
  0%	16µM*	0%
73) COc1ccc(C2CC(=O)N(c3ccccc3)C3=C2C(=O)CCC3)cc1 (centres undefined)
  3%	-5%	-2%
74) CCC1CCCCN1C(=O)COC(=O)c1n[nH]c2ccccc12 (centres undefined)
  -2%	-3%	-2%
75) CN(CC(=O)Nc1c(Cl)cccc1Cl)C(=O)CNC(=O)c1ccc2ccccc2c1
  /	?	0%

A different layout for part of the listing above.
entry | compound | TDP1 block | TDP1 cell noCPT | GCN5L2 inh
59 | Cn1c(NC2CCCCC2)cc(=O)n(C)c1=O | / | -8% | 0%
60 | COC(=O)c1[nH]c2cccc(OC)c2c1NC(=O)CCN1CCN(c2ccccc2OC)CC1 | 2% | 13µM* | 16%
61 | CCCCn1c(=O)c(CCC(=O)OCC(=O)NC(C)c2ccccc2)nc2ccccc21 (centres undefined) | 0% | -3% | -14%

Next section:
The line under a structure holds: TDP1 block	TDP1 cell noCPT	GCN5L2 inh
76) COc1ccc(Br)cc1CNC(=O)c1cc(=O)[nH]c2ccc(S(=O)(=O)N3CCCCC3C)cc12 (centres undefined)
  8%	?	2%
77) Cc1cc(=O)n2nc(N3CCCC3C(=O)Nc3cccc(Cl)c3C)sc2n1 (centres undefined)
  /	-22%	-1%
78) Cc1ccc2c(c1)cc1c(=O)n(CC(=O)NCc3ccccn3)nc(C)n12
  0%	12%	-18%
79) Brc1cccc(CNc2nc3ccccc3n2CCN2CCCCC2)c1
  7%	?	-4%
80) Cc1nc(-c2cccc(F)c2)sc1CCNC(=O)c1ccc(F)c(F)c1
  4%	?	-14%
81) CCC(=O)N1CCc2cc(S(=O)(=O)NC(Cc3ccccc3)C(=O)NC3CCCC3)ccc21 (centres undefined)
  3%	-1%	-2%
82) CCc1nc(N2CCCC(C)C2)c2oc3ccccc3c2n1 (centres undefined)
  1%	?	2%
83) Cc1nn(Cc2ccccc2Cl)c2sc(C(=O)NCCCn3ccnc3)cc12
  8%	?	-2%
84) Cc1nn(CC(=O)NCc2ccc(Cl)cc2)c(=O)c2cc3sccc3n12
  1%	-6%	-3%
85) Cc1ccc(Cl)c(NC(=O)COC(=O)c2nn(-c3ccccc3)cc2O)c1Cl
  0%	?	-1%
86) CCn1c(SCC(=O)c2cc(OC)ccc2OC)nnc1C1CC1
  /	?	2%
87) O=S1(=O)c2ccccc2N(Cc2ccc(Cl)cc2)c2ccccc21
  2%	?	-2%
88) Cc1cc(C)cc(NC(=O)N(C)Cc2ccccc2)c1
  4%	-7%	0%
89) O=C(CSc1nc2ccccc2n1Cc1ccc(Cl)cc1)N/N=C/c1ccccc1C(=O)O
  -3%	-13%	-9%
90) COC(=O)c1cc(Br)c(=O)n(CCN2CCCCC2)c1
  0%	-2%	-8%
91) COC(=O)C1=C(C)N(C)C(=O)NC1c1cc(Cl)c(O)c(OC)c1 (centres undefined)
  4%	-13%	-1%
92) CCCCN1C(=N)N([C@@H](CN2CCC[C@H]2CN2C(N)=NC[C@@H]2Cc2ccccc2)C(C)C)C[C@H]1Cc1ccccc1
  -7%	16µM*	-1%
93) CCOC(=O)CSc1nc2ccccc2c(=O)n1-c1cccc(C)c1
  /	?	-9%
94) Cc1ccc(-c2nnc(SCC(=O)NCc3ccccc3)o2)cc1
  0%[12.3 µM]	?	-8%
95) CN1CCN(c2nc(-c3cccs3)cs2)CC1
  2%	3%	-17%
96) CN(C(=O)c1cncc(Br)c1)C1C2CC3CC(C2)CC1C3 (centres undefined)
  /	-9%	2%
97) CC(C)C1C(=O)CC(c2ccccc2)NC1c1ccccc1 (centres undefined)
  -6%	?	-6%
98) COc1ccc(CNC(=O)COC(=O)c2cc(C)nc3ccccc23)cc1
  2%	-20%	0%

As entered above:
TDP1 cell noCPT with entry 91 stands at -13%
GCN5L2 inh with entry 93 stands at -9%
